Assay outcomes (PubChem)
RBX1-CUL1 inh = inhibitors of human ROC1-CUL1 ubiquitin ligase activity; E3 ubiquitin-protein ligase RBX1 (Homo sapiens) + Cullin-1 (Homo sapiens), P62877+Q13616; in vitro K48 di-Ub FRET, acceptor:donor ratio, 45 min; inhibition, % at 10 µM; 140,000 compounds, 0.6% hits; AID 1347404, 2020; in the data active means inhibition above about 25%
Target sequence (P62877 whole entry, looked up): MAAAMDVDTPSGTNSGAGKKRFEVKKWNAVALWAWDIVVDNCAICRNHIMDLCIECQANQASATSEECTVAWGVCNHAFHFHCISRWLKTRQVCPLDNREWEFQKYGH
Target sequence (Q13616 whole entry, looked up): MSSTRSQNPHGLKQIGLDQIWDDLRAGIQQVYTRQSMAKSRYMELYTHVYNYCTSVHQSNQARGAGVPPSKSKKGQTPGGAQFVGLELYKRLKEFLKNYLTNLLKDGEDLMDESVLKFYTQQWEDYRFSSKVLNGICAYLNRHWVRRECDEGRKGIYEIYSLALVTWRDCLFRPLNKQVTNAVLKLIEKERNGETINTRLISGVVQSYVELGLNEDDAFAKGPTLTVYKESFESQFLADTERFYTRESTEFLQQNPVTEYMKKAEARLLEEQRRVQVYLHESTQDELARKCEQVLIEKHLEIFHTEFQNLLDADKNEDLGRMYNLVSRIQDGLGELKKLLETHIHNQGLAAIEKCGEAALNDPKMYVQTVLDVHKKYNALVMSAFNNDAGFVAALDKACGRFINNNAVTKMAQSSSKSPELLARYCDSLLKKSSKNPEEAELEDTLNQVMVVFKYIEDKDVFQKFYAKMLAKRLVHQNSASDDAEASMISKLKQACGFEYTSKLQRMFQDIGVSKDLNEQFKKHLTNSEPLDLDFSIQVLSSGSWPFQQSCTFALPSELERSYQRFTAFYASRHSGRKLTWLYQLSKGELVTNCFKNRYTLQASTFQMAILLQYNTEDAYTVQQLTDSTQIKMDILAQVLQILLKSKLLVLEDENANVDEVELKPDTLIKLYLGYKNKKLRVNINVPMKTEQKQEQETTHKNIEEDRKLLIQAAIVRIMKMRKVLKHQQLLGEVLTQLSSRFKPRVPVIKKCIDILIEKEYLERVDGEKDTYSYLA
* hit, by the source's call. These rows are one share of the data, so the mix of outcomes need not match the whole.

canonical_smiles | RBX1-CUL1 inh
NC(=O)c1cc(S(=O)(=O)N2CCN(c3cccc(C(F)(F)F)c3)CC2)cs1 | -5.3
COc1ccc(/C=C2\C(=O)NN(c3cccc(Cl)c3)C2=O)cc1 | 8.4
CCN(CC)C(=O)c1csc2nc(-c3ccc(F)cc3)cn12 | -11.6
Nc1c(C(=O)Nc2ccc(Br)cc2F)sc2nc(-c3ccc(F)cc3)ccc12 | -4.8
Cc1sc2ncn(CC(=O)N3CCCC3)c(=O)c2c1-c1ccc(Br)cc1 | 7.6
COc1ccc(C(=O)Nc2nnc(SCC3=Nc4c(C)cc(C)cc4C(=O)C3)s2)cc1 | 0.8
CC(=O)c1ccc(NC(=O)c2ccc(-c3nc(CSc4ccccc4)c(C)o3)cc2)cc1 | -14.1
CCOc1ccc(-c2[nH]nc3c2C(c2ccccc2C(F)(F)F)C(C#N)C(=N)O3)cc1 (configuration not stated) | 5.1

canonical_smiles | RBX1-CUL1 inh
COC(=O)CSc1nnc(-c2sc3ccccc3c2Cl)n1C | 0.2
COC(=O)CN1N=C(c2ccc(NC(C)=O)cc2)CSC1=O | 7.8
CCS(=O)(=O)c1oc(-c2ccc(F)cc2)nc1S(=O)(=O)c1ccc(Br)cc1 | -0.2
O=C(NC(=S)Nc1ccc(S(=O)(=O)N2CCCC2)cc1)C1CCCCC1 | 0.7
CCSc1nnc(NC(=O)Cc2ccc(Cl)cc2)s1 | -3.0
C=CCn1cc(C=C2C(=O)OC(c3ccccc3)OC2=O)c2ccccc21 (configuration not stated) | -3.1
CCc1nn(-c2cc(Oc3ccc(F)cc3)ncn2)c(N)c1C#N | 2.2
O=C(Nc1nc2ccccc2n1Cc1ccccc1Cl)c1ccccc1 | 6.0

canonical_smiles | RBX1-CUL1 inh
CC(=O)Oc1ccc(NS(=O)(=O)c2ccc(C)cc2)cc1Cl | 0.8
Cc1cc2[nH]c(=O)[nH]c2cc1S(=O)(=O)N1CCOCC1 | -1.0
O=C(CSc1ncnc2scc(-c3ccccc3)c12)N1CCCCCC1 | -0.1
CN(C)c1ncc(C(=O)NCc2ccc(Cl)cc2)cn1 | -5.3
CC1(C)CC(=O)C2=C(C1)N(CC(=O)O)C1=C(C(=O)CC(C)(C)C1)C2c1ccc(OCC(=O)Nc2ccccc2)c(Cl)c1 | 0.1
O=C(COc1ccc2ccccc2c1Br)NNC(=O)Nc1ccccc1 | -1.9
CCOC(=O)c1c(CSc2ccccc2)n(C)c2cc(Br)c(OCC(O)Cn3nc(C)cc3C)cc12 (configuration not stated) | -3.5
CCc1ccccc1NC(=O)N1CCOc2ccccc21 | -2.3

canonical_smiles | RBX1-CUL1 inh
CCN(CC)c1ccc(NC(=O)c2ccoc2C)cc1 | 1.6
C=C(C)CN(CC)C(=O)C1CCCN(C2CCN(CCc3ccccc3)CC2)C1 (configuration not stated) | 2.1
CN(C)c1nc2nonc2nc1N1CCCCC1CCn1cccn1 (configuration not stated) | 4.3
O=C(NCCc1ccccc1)C(=O)NCC(c1cccnc1)N1CCN(c2ccccc2)CC1 (configuration not stated) | -7.3
COC(=O)c1sc(C(=O)OC)c(C(=O)OC)c1C(=O)OC | 5.3
COC(=O)CN1C(=O)C(O)(C(F)(F)F)c2cc(C(O)(C(F)(F)F)C(F)(F)F)ccc21 (configuration not stated) | 13.8
CC1=NNc2nc3c(c(=O)n(Cc4ccc(C)cc4)c(=O)n3C)n2C1C (configuration not stated) | 7.6
Cc1cccc(C)c1Oc1ncccc1CNC(=O)Cc1ccncc1 | 1.5

canonical_smiles | RBX1-CUL1 inh
CCOC(=O)c1cc(-c2ccc(F)cc2)n(CCC(=O)NC2CCC(C)CC2)c1C (configuration not stated) | -6.4
FC(F)(F)c1c2c(nc3cc(-c4ccc(Cl)cc4)nn13)CCC2 | 2.4
CN1CCN(C(=O)CSc2c(-c3ccccc3)c3cc(Cl)ccc3[nH]c2=O)CC1 | 5.7
Cc1ccc(Nc2c(-c3ccc(N4CCOCC4)cc3)nc3cccc(C)n23)cc1 | -0.5
Cc1ccc2nc(CN3CCN(S(=O)(=O)c4ccccc4)CC3)oc2c1 | -3.4
Cc1ccc(C)c(OCC(=O)N[C@H]2CCCC[C@@H]2NC(=O)COc2cc(C)ccc2C)c1 | 2.7
O=C(N/N=C/c1ccc2cccnc2c1)c1ccco1 | -2.3
Cc1ccc(Cc2ccc(C(=O)Nc3ccc(S(=O)(=O)Nc4nccs4)cc3)o2)cc1 | 2.7

canonical_smiles | RBX1-CUL1 inh
CCOC(=O)C1=C(C)N=C2SCCC(=O)N2C1c1ccc(OCc2ccccc2)c(OC)c1 (configuration not stated) | -0.1
COc1ccc(-c2nnc(-c3nnn(-c4ccccc4)c3C)o2)cc1 | 0.3
CC(=O)C1=NN(c2ccc(C)cc2)C(c2ccccc2)N1c1ccc(N2CCOCC2)cc1 (configuration not stated) | -3.3
COc1ccccc1CNC(=O)Cn1c(=O)ccc2cc(S(=O)(=O)N3CCCC3)ccc21 | -1.8
Cc1ccc2cccc(NC(=O)c3cccc4c(Cl)cccc34)c2n1 | -2.5
CCOC(=O)Cn1c(C)c(C)n2c3c(=O)n(CC)c(=O)n(C)c3nc12 | 4.8
CC(Oc1ccc(Br)cc1Br)C(=O)Nc1ccccn1 (configuration not stated) | 6.7
Cc1ccc2c(c1)c1c(n2C)C(NCc2ccccc2)CCC1 (configuration not stated) | -10.3

canonical_smiles | RBX1-CUL1 inh
CN1c2ccccc2N(C)C1c1cccs1 | 5.7
CCOc1ccc(NC(=O)c2cncc(Br)c2)cc1 | -1.1
COc1cc(C(=O)NCC(c2cccnc2)N2CCN(c3ccc(F)cc3)CC2)cc(OC)c1OC (configuration not stated) | -13.0
CN(Cc1ccccc1)C1CCCN(C(=O)/C=C/c2ccco2)C1 (configuration not stated) | -1.8
Cc1ccc2nc(COc3ccccc3NC(=O)c3ccccc3F)cc(=O)n2c1 | -5.4
COc1ccc(-c2cnnc(NCCc3nc(C)c(C)s3)n2)cc1OC | -1.1
Cc1cccc(OCCSc2nnc(-c3cccs3)o2)c1 | 8.5
O=C(CSc1nc2c(c(=O)[nH]1)C1(CCCCC1)Cc1ccccc1-2)c1ccc(Cl)cc1 | 1.0

canonical_smiles | RBX1-CUL1 inh
C=CCc1c(C)nc(N2CCN(c3cccc(OC)c3)CC2)[nH]c1=O | -4.5
Fc1ccc(C2CCN(CC3CC3)c3ccccc3S2)cc1F (configuration not stated) | 8.0
COc1ccccc1CCNC(=O)Cn1ccc2cc(S(=O)(=O)N3CCCCC3)ccc21 | -1.4
COc1cc(CN(C(C)=O)c2ccc(-c3nc4ccccc4o3)cc2)ccc1OCc1c(Cl)cccc1Cl | 6.7
COc1ccc(Cl)cc1-n1nnc(-c2nsc(NC(=O)c3ccccc3Cl)n2)c1C | -4.5
NC(=O)Cc1nsc2ccccc12 | 16.2
Cc1nc(N2CCC(C(=O)NCC(C)C)CC2)nc2cc(S(C)(=O)=O)ccc12 | 2.4
Cc1ccc(SC2CCN(C(=O)CCn3nnnc3CN3CCOCC3)CC2)cc1 | -3.4

canonical_smiles | RBX1-CUL1 inh
S=C1N=C2c3ccccc3CCC2C(c2ccc3c(c2)OCO3)N1 (configuration not stated) | 2.8
CC(Sc1nc(-c2ccccc2)c(-c2ccccc2)[nH]1)C(=O)O (configuration not stated) | -3.4
COc1ccc(C(=O)NC(=S)Nc2cc(Cl)cc(Cl)c2)cc1Cl | 3.4
O=C(NCC1CCCO1)C1CC(c2ccc(Cl)cc2)=NO1 (configuration not stated) | -5.5
CCOc1ccc(-c2noc(CSc3nnc(-c4ccccc4)n3-c3ccccc3)n2)cc1 | -2.5
O=C(O)CCC(C(=O)O)n1c(O)c(C2=c3ccccc3=NC2=O)sc1=S (configuration not stated) | 9.0
COc1ccc(C)cc1NC(=O)CCNS(=O)(=O)c1cccc2nonc12 | -9.3
CN(C)N=C1SC(=Nc2ccccc2)C(=Nc2ccccc2)S1 | 5.1

3 compounds drawn at random from the list so far, as already listed:
canonical_smiles | RBX1-CUL1 inh
COC(=O)CN1N=C(c2ccc(NC(C)=O)cc2)CSC1=O | 7.8
C=C(C)CN(CC)C(=O)C1CCCN(C2CCN(CCc3ccccc3)CC2)C1 (configuration not stated) | 2.1
NC(=O)Cc1nsc2ccccc12 | 16.2

Other results follow.
canonical_smiles | RBX1-CUL1 inh
Cn1c(SCc2ccccc2Cl)nc2c([nH]c3ccccc32)c1=O | -11.5
CCC(=O)Nc1cc(S(=O)(=O)NC2CCCCC2)ccc1OC | -0.4
C1CCC(CNc2nc3nonc3nc2NC2CCCC2)OC1 (configuration not stated) | 5.2
Cc1ccc(C)c(S(=O)(=O)N2CCN(c3ccccc3C)CC2)c1 | -6.0
CC(=O)N1c2ccccc2C(=O)C1N1CCN(c2ccccc2F)CC1 (configuration not stated) | 5.2
O=C(Nc1cccc2c1CCCC2)N1CCOc2ccc(Cl)cc21 | -1.1
c1ccc(-c2noc(-c3cccnc3NCc3ccco3)n2)cc1 | 1.0
CC(=O)c1nn(-c2ccc(OC(F)(F)F)cc2)nc1Nc1ccc(C)cc1 | 2.2

canonical_smiles | RBX1-CUL1 inh
CCOC(=O)C1=C(C)N=c2s/c(=C\c3ccc(F)cc3)c(=O)n2C1c1ccc(OC)c(OCC)c1 (configuration not stated) | 11.6
O=C1OC(c2ccc3ccccc3c2)=N/C1=C\c1cccs1 | 1.9
N#CC1C(=N)C(C#N)(C#N)C(c2ccccc2Cl)C2CSCC=C12 (configuration not stated) | 21.7
Cc1onc(-c2ccccc2Cl)c1C(=O)OCC(=O)c1cccc(S(=O)(=O)N2CCOCC2)c1 | -6.0
COc1ccccc1CNC(=O)Cc1c(C)c2c(cc(C)c3c(C)coc32)oc1=O | 2.3
O=C(Nc1ccccc1C(F)(F)F)c1cc2ccccn2n1 | -0.5
COC(=O)c1cc2occc2n1Cc1ccc(F)cc1Cl | -1.9
O=C(c1ccc(NCC2CCCOC2)nc1)N1CCC(Cn2cccn2)CC1 (configuration not stated) | 6.6

canonical_smiles | RBX1-CUL1 inh
CCOc1ccc(NC(=O)c2cccc3c2N=C2CCCCC2C3=O)cc1 (configuration not stated) | 8.3
CC(C)C(=O)Nc1ccccc1C(C)C | 5.6
COc1ccc(C)cc1NC(=O)Cn1c(=O)nc(-c2ccccc2F)c2cc(Cl)ccc21 | 5.7
Cc1cccc(CSc2ncc(Cl)c(C(=O)Nc3sc4c(c3C(N)=O)CCCC4)n2)c1 | 0.8
Nc1ncc(CN2CCC(CO)(CCCc3ccccc3)CC2)cn1 | -19.8
COc1ccc(/C=C/C(=O)Nc2ncccn2)cc1OC | 3.6
CCOc1ccccc1CNC(=O)c1cc(-c2ccc(Cl)s2)nc2ccccc12 | -0.3
O=C1CCc2cc(S(=O)(=O)NCc3ccc(Cl)cc3)cc3c2N1CC3 | -7.2

canonical_smiles | RBX1-CUL1 inh
CCCCOc1ccc(C(=O)NC(=S)Nc2ccc(N3CCN(C)CC3)cc2)cc1 | -4.4
O=C(N/N=C/c1cccc(O)c1O)c1ccccc1O | -2.3
O=C1C(Br)=CC2=C(c3ccccc3C(=O)O)C3C=C(Br)C(=O)C(Br)C3OC2=C1Br (configuration not stated) | 116.6*
C=CCNc1oc(COc2ccc(Br)cc2)nc1C#N | 3.0
COc1ccc(CCNC(=O)CCS(=O)(=O)c2cc3c(cc2Cl)NC(=O)CO3)cc1OC | -1.0
O=[N+]([O-])c1ccc(Sc2ccc3ccccc3c2)c([N+](=O)[O-])c1 | -3.6
COc1ccc(-n2c(SCC(N)=O)nnc2-c2ccc(NC(=O)c3ccccc3)cc2)cc1 | -1.8
CCc1ccccc1Nc1nn2c(=O)c3ccc(C(=O)NC4CCCCC4)cc3nc2s1 | -8.2

canonical_smiles | RBX1-CUL1 inh
N#CC1C(=O)NC(=O)C(C#N)C1C1CCCCC1 (configuration not stated) | -2.3
CCN1C(=O)C(C=Nc2ccc(Cl)cc2C(=O)c2ccccc2)C(=O)N(CC)C1=O | -2.7
CSc1nc(N)nc(SCC(=O)Nc2ccccn2)c1C#N | 4.5
Nc1ccc(NC2C[C@@H](C(=O)O)NC2=O)cc1 (some centres not stated) | 9.1
C/C=C/Cn1c(=O)c2c(nc3n2CC(C)=NN3CC)n(C)c1=O | 15.6
N#Cc1c2c(c(N3CCN(c4ccccc4)CC3)n3c1nc1ccccc13)CCCC2 | 0.4
O=c1oc(-c2ccccc2NS(=O)(=O)c2ccc3ccccc3c2)nc2ccccc12 | -1.5
COc1ccc(CNC(=O)Cn2c(=O)c3cccn3c3cccnc32)cc1 | -5.7

canonical_smiles | RBX1-CUL1 inh
CCn1c(SCC(=O)Nc2ccc(OC)cc2)nc2sc3c(c2c1=O)CCCC3 | -5.1
COc1ccc(-n2nnnc2SCSc2nnnn2-c2ccc(OC)cc2)cc1 | -1.7
CC(=O)N1CCc2c(sc3nc(SCC(N)=O)n(-c4ccc(F)c(Cl)c4)c(=O)c23)C1 | -0.3
O=C(/C=C/c1ccccc1)n1cccn1 | -13.4
Cc1ccc(C)c(N2CCN(c3nc4ccccc4n4nnnc34)CC2)c1 | -6.0
Cc1sc2ccccc2c1Br | 0.5
Cc1cc(N2C(=O)C(=O)C(C(=O)c3ccccc3)C2c2ccc(C(C)(C)C)cc2)no1 (configuration not stated) | 0.5
COc1ccccc1NC(=S)NNC(=O)c1ccccc1Br | -0.7

canonical_smiles | RBX1-CUL1 inh
COCCNC(=O)Cc1cccs1 | -2.0
CCOC(=O)c1cccc(NC(=O)[C@H](CSCc2ccccc2)N2Cc3ccccc3C2=O)c1 | 1.1
CCN(CC)S(=O)(=O)c1cccc(N=Nc2c(O)[nH]c(=O)[nH]c2=O)c1 | -5.4
O=C(CN1C(=O)c2cccc3cccc1c23)Nc1ccc(F)c(Cl)c1 | -5.7
CCCN(Cc1cccs1)C(=O)Nc1cc(Cl)ccc1C | 1.8

Sorted by molar mass (lowest first): some entries from above.
canonical_smiles | RBX1-CUL1 inh
COCCNC(=O)Cc1cccs1 | -2.0
O=C(CN1C(=O)c2cccc3cccc1c23)Nc1ccc(F)c(Cl)c1 | -5.7
CCN(CC)S(=O)(=O)c1cccc(N=Nc2c(O)[nH]c(=O)[nH]c2=O)c1 | -5.4
